NPYLR7 agonist: activates Aedes aegypti NPYLR7 receptor; HEK293T NPYLR7/Galpha15, GCaMP6s calcium fluorescence; activation, % at 10 µM; hit rate 0.15% among 270,000; AID 1259423; in the data active means activation above about 40%;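 further: 0% = vehicle and 100% = reference agonist at the receptor; some compounds past the cut are filed as inactive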
mcGAS inh: blocks mouse cGAS activity | hit rate 0.15% among 160,000 | inhibition, % at 12.5 µM | AID 1259399 | Q8C6L5 | recombinant cGAS, Kinase-Glo ATP depletion luminescence;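 further: 0% = negative control wells and 100% = reference inhibitor with no enzyme activity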
hcGAS lum: inhibitors of human cGAS | hit rate 0.081% among 290,000 | AID 1259398 | Q8N884 | inhibition, % at 12.5 µM | recombinant h-cGAS, ATP depletion, Kinase-Glo luminescence;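 further: 0% = vehicle reaction and 100% = reaction without DNA for no activity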
Target sequence (Q8N884 whole entry, looked up): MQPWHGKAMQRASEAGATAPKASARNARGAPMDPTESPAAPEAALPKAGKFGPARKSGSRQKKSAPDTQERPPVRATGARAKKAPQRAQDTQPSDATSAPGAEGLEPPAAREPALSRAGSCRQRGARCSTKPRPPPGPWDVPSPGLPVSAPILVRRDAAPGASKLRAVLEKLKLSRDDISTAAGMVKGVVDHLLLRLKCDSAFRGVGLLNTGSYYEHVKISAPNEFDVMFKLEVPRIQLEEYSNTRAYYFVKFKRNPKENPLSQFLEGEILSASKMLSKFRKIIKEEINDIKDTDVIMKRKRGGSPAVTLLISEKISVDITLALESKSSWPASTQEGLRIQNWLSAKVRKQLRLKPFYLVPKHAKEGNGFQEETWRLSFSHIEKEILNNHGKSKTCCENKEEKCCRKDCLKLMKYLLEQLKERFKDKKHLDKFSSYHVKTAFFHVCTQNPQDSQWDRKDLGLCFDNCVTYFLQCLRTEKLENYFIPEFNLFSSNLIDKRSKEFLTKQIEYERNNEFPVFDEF
An asterisk follows results filed as active; · = no result given. Unless noted, no stated cut-off is given here; in the data, active means inhibition above about 40%; inactive means the rest.

cpd | canonical_smiles | mcGAS inh | hcGAS lum | NPYLR7 agonist
1 | CCCn1c(N)c(C(=O)CSc2nnc(Cc3csc(C)n3)o2)c(=O)[nH]c1=O | -6 | -4 | 1
2 | Cc1ccc(OCCN2CCC2(C)C(=O)NCCc2c[nH]c3ccccc23)cc1 (stereo unspecified) | · | -5 | 4
3 | O=C(Nc1ccc(Cl)cc1Cl)NC(Cc1ccccc1)C(=O)Nc1nnc(-c2ccc3c(c2)OCO3)s1 (stereo unspecified) | -2 | -1 | -2
4 | CCCCN(c1ccc(C)c(C)c1)c1nc2ccccc2[nH]c1=O | · | -6 | -3
5 | O=C1Nc2ccccc2C1=NN=Cc1ccc(OC(F)F)cc1 | · | -7 | 0
6 | Cc1ccc(-n2nc(-c3ccccc3)c3c2N(CC(=O)NCc2ccccn2)C(=O)CSC3c2cccc(Cl)c2)cc1 (stereo unspecified) | -5 | -6 | 22
7 | CCOc1ccc(-c2n[nH]c(=S)n2CC(=O)NC(C)(C)C)cc1 | · | -6 | 3
8 | CC(C)(C)OC(=O)Nc1ccc(C(=O)N2CC[C@@H](O)C2)c(O)c1 | · | -9 | 0
9 | CC(=O)Oc1ccc(N(C(C)=O)S(=O)(=O)c2ccccc2)cc1Br | -5 | -5 | -1
10 | CN(C)c1nnc(C(O)c2ccc(F)c(Cl)c2)s1 (stereo unspecified) | -8 | -3 | 28
11 | CCOC(=O)c1cc(CC)sc1NC(=O)Cn1c(C)nc2ccccc2c1=O | · | -6 | 3
12 | Cc1ccc(OCC(O)Cn2cnc3scc(-c4ccccc4)c3c2=O)c(C)c1 (stereo unspecified) | -8 | 0 | 3
13 | CC(C)Nc1ccc(C(=O)NCC2CCCCC2)cn1 | -2 | -4 | -4
14 | COc1ccc(C(=O)CSc2nnc(SCC(=O)c3ccc(OC)cc3)s2)cc1 | -5 | -2 | -2
15 | COc1ccc(N2C(=O)CN(C(=O)c3cccc(Cn4nc(C)cc4C)c3)CC23CCCC3)cc1 | -6 | 2 | -4
16 | COc1ccc2sc(C(=O)N3CCCc4cc(C)ccc43)c(Cl)c2c1 | 4 | 3 | -4
17 | CCCn1c(C(=O)N(CC)c2ccccc2)cc2c(=O)n(C)c(=O)n(C)c21 | -8 | -11 | -5
18 | CN1CCN(CC(O)CN(C)C(=O)CCCc2ccc(Cl)c(Cl)c2)CC1 (stereo unspecified) | · | -8 | 11
19 | CCCC(C)(C)C(=O)N1CCC1(C)C(=O)NS(=O)(=O)c1ccc(F)cc1F (stereo unspecified) | -6 | -4 | -1
20 | CC1CN(Cc2ccccc2)c2nc3c(c(=O)n(CCCc4ccccc4)c(=O)n3C)n2C1 (stereo unspecified) | -6 | -2 | 7
21 | Cc1ccc(C)c(S(=O)(=O)N2CCN(C(=O)c3cnn(-c4ccccc4)c3)CC2)c1 | -8 | -2 | 1
22 | CN(C)c1ccc(NC(=O)c2ccccc2Cl)cc1CN(C(=O)c1ccc(F)cc1)C1CCCCC1 | -4 | -2 | 2
23 | CC(C)CCn1c(COc2ccccc2)nnc1SC1CCCCNC1=O (stereo unspecified) | -3 | -7 | 13
24 | O=C(Cn1cc(S(=O)(=O)N2CCCC2)ccc1=O)c1cc(F)ccc1F | · | -5 | 8
25 | O=S(=O)(c1cccc2ccccc12)N1CCC2(CCCNC2)C1 (stereo unspecified) | · | -4 | -4
26 | O=C(c1cc(-c2ccc(Cl)cc2)nc2ccccc12)N1CCCC(C(=O)N2CCOCC2)C1 (stereo unspecified) | -8 | -4 | -3
27 | CC1CCN(C(=O)c2cc3c(=O)n4ccccc4nc3n2C)CC1 | · | -3 | -1
28 | Cc1ccc(Oc2ncccc2CNC(=O)[C@@H](N)Cc2cnc[nH]2)c(F)c1F | · | -3 | 1
29 | CC(C)c1nc(NC(=O)c2cccc(-c3noc(C4CC4)n3)c2)n[nH]1 | -17 | -17 | 2
30 | Cc1cc2[nH]c3c(c2cc1C)CC(NC(=O)c1c(C)cccc1Cl)CC3 (stereo unspecified) | -2 | -2 | 14

7 entries out of the list, ordered by SMILES length, descending.
cpd | canonical_smiles | mcGAS inh | hcGAS lum | NPYLR7 agonist
26 | O=C(c1cc(-c2ccc(Cl)cc2)nc2ccccc12)N1CCCC(C(=O)N2CCOCC2)C1 (stereo unspecified) | -8 | -4 | -3
28 | Cc1ccc(Oc2ncccc2CNC(=O)[C@@H](N)Cc2cnc[nH]2)c(F)c1F | · | -3 | 1
17 | CCCn1c(C(=O)N(CC)c2ccccc2)cc2c(=O)n(C)c(=O)n(C)c21 | -8 | -11 | -5
30 | Cc1cc2[nH]c3c(c2cc1C)CC(NC(=O)c1c(C)cccc1Cl)CC3 (stereo unspecified) | -2 | -2 | 14
16 | COc1ccc2sc(C(=O)N3CCCc4cc(C)ccc43)c(Cl)c2c1 | 4 | 3 | -4
27 | CC1CCN(C(=O)c2cc3c(=O)n4ccccc4nc3n2C)CC1 | · | -3 | -1
25 | O=S(=O)(c1cccc2ccccc12)N1CCC2(CCCNC2)C1 (stereo unspecified) | · | -4 | -4

(list continues)
cpd | canonical_smiles | mcGAS inh | hcGAS lum | NPYLR7 agonist
31 | O=C(CCc1csc(NC(=O)c2ccc[nH]c2=O)n1)NCc1ccco1 | -12 | -8 | -15
32 | CN(C)C(C(=O)N1CCc2c(nc[nH]c2=O)C1)c1ccc2c(c1)OCO2 (stereo unspecified) | · | -12 | 14
33 | CCn1cc(C(CC(=O)NCCCN2CCOCC2)c2ccc(C)cc2)c2ccccc21 (stereo unspecified) | -8 | -3 | 5
34 | CCCCC1CCC(C(=O)Nc2c(C)nc3scc(C)n3c2=O)CC1 (stereo unspecified) | -8 | -11 | 12
35 | CCC1c2ccc(C)n2CCN1C(=O)NC12CC3CC(CC(C3)C1)C2 (stereo unspecified) | -6 | -12 | ·
36 | Cc1ccc(NC2(C(=O)NCCSc3ncn[nH]3)CCCC2)cc1 | · | 2 | 4
37 | CCc1ccccc1NC(=O)Cn1nc(-c2ccc(F)cc2)c2sc(N3CCCC3)nc2c1=O | -7 | -5 | -4
38 | CC(C(=O)NN)n1cccn1 (stereo unspecified) | -6 | -5 | -3
39 | CCNC(=O)C1(C)CCCN(CC(=O)c2ccccc2OC)C1 (stereo unspecified) | · | -9 | 1
40 | CC(C)CNC(=O)Cn1nnc(-c2ccc(F)cc2)n1 | · | -4 | 22
41 | CCOC(=O)c1[nH]c(C)c(C(=O)CC(C)(C)C)c1C | -3 | -1 | 12
42 | CCN(C(=O)COc1cc(C)nc(N2CCCC2)n1)c1ccccc1 | 2 | 3 | -4
43 | Cc1cccc(NS(=O)(=O)c2ccc(C)c(C(=O)OCC3CCCO3)c2)c1 (stereo unspecified) | · | 0 | 11
44 | O=C(c1ccccc1I)N1CCCC(c2nc3ccccc3[nH]2)C1 (stereo unspecified) | -1 | -3 | 1
45 | CC(C)(C)C1CCC(C(=O)OCC(=O)N2CCNC2=O)CC1 (stereo unspecified) | · | 1 | 0

One compound at a time, from the list above:
`CCOC(=O)c1[nH]c(C)c(C(=O)CC(C)(C)C)c1C` across the screens: mcGAS inh: -3; hcGAS lum: -1; NPYLR7 agonist: 12
`CCCCC1CCC(C(=O)Nc2c(C)nc3scc(C)n3c2=O)CC1` (stereo unspecified) across the screens: mcGAS inh: -8; hcGAS lum: -11; NPYLR7 agonist: 12

(list continues)
cpd | canonical_smiles | mcGAS inh | hcGAS lum | NPYLR7 agonist
46 | CCOc1ccc(C(c2c(O)cc(C)n(Cc3ccco3)c2=O)N2CCCCC2)cc1 (stereo unspecified) | · | -6 | 7
47 | NC(=O)NN=C1CCCC1c1ccccn1 (stereo unspecified) | · | -7 | 6
48 | CCc1nc2ccc(C(=O)NCCN3CCOCC3)cn2c1N(C)Cc1nccs1 | -4 | -2 | -4
49 | CNc1ccc([N+](=O)[O-])cc1C(=O)Nc1ccc(OC(F)F)cc1 | -2 | 0 | -8
50 | N#Cc1ccc(C=NNC(=O)CSc2nnc(-c3ccccc3)n2-c2ccccc2)cc1 | -4 | -6 | 3
51 | N#Cc1c(N)nc2c(c1N)C(Sc1ccccc1)c1ccc(O)cc1O2 (stereo unspecified) | · | -6 | 413*
52 | Cc1cc(=O)n2c(c1C#N)SCC2 | · | -6 | 7
53 | CCOc1ccc(Oc2c(C(F)(F)F)oc3cc(O)ccc3c2=O)cc1 | · | -6 | -4
54 | OCC(NC1CCC2(CCNCC2)CC1)c1ccccc1 (stereo unspecified) | · | -3 | 11
55 | CC(C)N(C(=O)c1ccc(Cl)o1)c1ccc(S(C)(=O)=O)cc1 | 0 | 3 | 5
56 | CCn1cc(NC(=O)N2CCc3ccccc32)c2ccccc21 | · | 2 | 7
57 | COc1ccc(-c2cn[nH]c2-c2ccc(OCCN3CCOCC3)cc2O)cc1OC | -8 | -6 | 0
58 | COCCn1cncc1-c1nc2c([nH]1)CC(C)(C)CNC2=O | · | 0 | 2
59 | COc1ccccc1CN1CCN(C(=O)c2cn(CC3CCCCC3)nn2)CC1 | -7 | 0 | ·
60 | Cc1ccccc1-n1ncc(C(C)NC(=O)c2ccsc2)c1C (stereo unspecified) | · | -10 | 1
61 | O=C(Nc1ccc(N2CCCC2)nc1)C1CCCN1C(=O)c1ccccc1 (stereo unspecified) | · | -9 | 2
62 | Cc1ccccc1Oc1cc(C(C)(C)C)nc(SCc2cccc(Cl)c2)n1 | -5 | -7 | 2
63 | CC(=O)Nc1ccc(C(=O)Nc2ccc(N(C)C)c(Cl)c2)cc1 | · | -11 | 1
64 | Nc1nc2nc(-c3cccs3)cc(C(F)(F)F)n2n1 | · | -4 | 3
65 | Cc1nc(SCc2cc(=O)n3c(C)csc3n2)c(C#N)c(C)c1C | -3 | -2 | 4
66 | O=C(NCc1ccc(F)cc1F)c1ccc(-c2cc(-c3cccc(C(F)(F)F)c3)n[nH]2)cc1 | -7 | -4 | 24
67 | CNC(=O)CNC(=O)c1ccc2cc(OC)ccc2c1 | · | -2 | 3
68 | COc1ccc(N2CCN(C(=O)C3CC=CCC3C(=O)Nc3cccc(OC)c3)CC2)cc1 (stereo unspecified) | · | -2 | -8
69 | COc1ccccc1NC(=O)CSc1nnc(CCc2c(C)[nH]c(=O)n(C)c2=O)o1 | -8 | -7 | -6
70 | CC1CCC(N(C)C(=O)CCNC(=O)c2ccccc2)CC1 (stereo unspecified) | · | -14 | 1
71 | CCOc1ccc(/C=C2\N=C(c3ccc(Br)cc3)OC2=O)cc1 | -6 | -6 | 2
72 | Cc1ccc(C#N)c(SCC(=O)c2ccc(Br)cc2)n1 | 2 | 8 | -4
73 | CN(CCC(O)c1ccccc1)Cc1cccc(C#N)c1 (stereo unspecified) | -3 | 4 | -2
74 | CCCNC(=O)C(C)NC(=O)c1[nH]c2ccccc2c1Br (stereo unspecified) | · | -3 | -1
75 | Cc1c(C(=O)OCc2ccccc2)nnn1-c1ccc(Cl)cc1 | -3 | -2 | -18
76 | OCCNc1nc(Cl)nc(Nc2ccc(I)cc2)n1 | · | -7 | 20
77 | CCc1nc(CC(=O)Nc2c(F)cccc2N2CCCC2)cs1 | · | -1 | 8
78 | Cc1cc(C2=NNC(=NCc3ccco3)SC2)c(C)n1Cc1cccs1 | · | -8 | 0
79 | Cc1nc(-c2ccc(Cl)cc2)nc(N2CCNCC2)c1Cc1ccccc1 | · | -1 | -7
80 | CCCCNC(=O)N(Cc1ccc(OS(=O)(=O)c2ccc(F)cc2)cc1)Cc1ccco1 | -5 | -8 | -3
81 | OC(c1ccccc1)c1nc(/C=C/c2ccccc2)cs1 (stereo unspecified) | · | -7 | 8
82 | CC(C)c1noc(CCNC(=O)N2CCCCC2c2cccn2C)n1 (stereo unspecified) | -6 | -12 | 5
83 | CC(C)(C)c1ccc(/C=N\Nc2nncn2N)cc1 | · | -1 | -14
84 | Cc1ccc(C2CCCN2C(=S)NC2CCN(C)CC2)cc1C (stereo unspecified) | · | -5 | 0
85 | Cc1cccc(Nc2c(C(=O)O)cccc2[N+](=O)[O-])c1 | · | -6 | 16
86 | CCC(c1ccccc1)N1CCSC(C)(C)C1 (stereo unspecified) | · | -19 | -1
87 | Nc1cc(-c2ccc(Cl)c(Cl)c2)nn1-c1ccc(C(=O)NCCc2ccccn2)cc1 | -1 | -6 | -2
88 | OCCNc1nnnc2c1sc1nc(N3CCOCC3)c3c(c12)CCCC3 | · | -6 | 3
89 | CC(C)CCNS(=O)(=O)Cc1ccc(N)cc1 | · | -7 | 12
90 | COc1cccc2c(N)ccnc12 | · | 2 | -3
91 | CCC(COC)NC(=O)c1cnc2c(-c3c(F)cccc3Cl)cnn2c1C (stereo unspecified) | -4 | -1 | 9
92 | COc1ccc(S(=O)(=O)Oc2ccccc2CNCc2ccc(F)cc2)cc1 | -6 | -4 | -1
93 | COc1ccc(-c2nnc(SC3CCOC3=O)n2C2CCCCC2C)cc1 (stereo unspecified) | -19 | -10 | 4
94 | Cc1cc(Nc2ccccc2)n(C(=O)c2ccccc2)n1 | · | -7 | -11
95 | CCC1c2ccsc2CCN1C(=O)/C=C/c1cc(C)ccc1OC (stereo unspecified) | · | 0 | 2
96 | COc1ccc(Cl)cc1C(=O)Nc1cc(C)nn1-c1nc2c(c(=O)[nH]1)CCC2 | -9 | -7 | 6
97 | CC1(C)CN(C(=O)c2cccs2)C2(S1)C(=O)Nc1ccc(Cl)cc12 (stereo unspecified) | -4 | -6 | 3
98 | Cc1ccc(-c2cc(C(=O)N3CCN(Cc4ccc5c(c4)OCO5)CC3)n(-c3ccccc3)n2)cc1C | 1 | 0 | -12
99 | CC(C)(C)CC(=O)N(Cc1cccc(F)c1)CC1CC(c2ccc(F)cc2)=NO1 (stereo unspecified) | -6 | -5 | 20
100 | CCCc1nnc(NC(=O)Nc2ccc([N+](=O)[O-])cc2)s1 | -1 | 3 | -9

Screening data from PubChem.
